Source: PubChem (several laboratories)
NR2F2 inh: blocks human COUP-TFII nuclear receptor | P24468 | HEK293T NGFI-A luciferase reporter, luminescence | inhibition, % at 8.6 µM | 370,000 tested, 0.7% active | AID 686940;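 active = inhibition above a per-plate cutoff, mean inhibition of test wells between control levels plus 3 SD, cut at about 38% in these data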;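 also: cells cotransfected with COUP-TFII expression vector driving the NGFI-A reporter; 0% = median of COUP-TF2 test wells and 100% = reporter-only cells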
TWEAK Fn14 block: blocks TWEAK-Fn14 interaction in a reporter cell assay | AID 1159606 | TWEAK-stimulated Fn14 reporter cells, luciferase luminescence, 8 h | inhibition, % at 10 µM | 360,000 tested, 2% active; in the data active = inhibition above about 50%
TROY NFkB inh: TROY signaling inhibition; Q293 LMP1-TROYcd NF-kB luciferase reporter, 4 h; inhibition, % at 10 µM; 360,000 tested, 0.98% active; AID 1347056;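 active = compounds whose plate-normalised and pattern-corrected inhibition of the luciferase reporter signal at the single screening dose is 50% or more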
C8 TRAIL sens: sensitizes caspase-8 expressing cells to TRAIL; NB7+C8 cells + TRAIL, ATPlite viability luminescence; inhibition (viability loss, TRAIL sensitization), % at 10 µM; 360,000 tested, 1% active;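 active = compounds causing at least 50% loss of cell viability in the single-dose screen, relative to plate controls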
CF NFkB block: blocks PAF-induced NF-kB reporter in cystic fibrosis cells | KKLEB NF-kB-GFP reporter, GFP fluorescence overnight | inhibition, % at 5 µM | 360,000 tested, 0.86% active;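 active = at least 50% inhibition at 5 µM, scaled per plate between neutral and stimulator controls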;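 also: PAF is a Pseudomonas aeruginosa culture filtrate used as stimulus; plate controls were PAF-stimulated DMSO wells for no effect and unstimulated DMSO wells for full effect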
NCOA3 inh: inhibits human SRC3 coactivator; Q9Y6Q9; HEK293 GAL4-SRC3 luciferase reporter, luminescence; inhibition, % at 3.6 µM; 360,000 tested, 0.17% active; AID 588352;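 active = inhibition above a per-campaign cutoff, the mean of all compounds plus 3 SD, cut at about 60% in these data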;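 also: 0% = DMSO-treated cells and 100% = gossypol-treated cells at 36 µM; higher means less SRC3-driven luciferase light from the GAL4 reporter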
LRH-1 inv ag: suppresses constitutive activity of human LRH-1; HEK293T StAR-luciferase reporter, LRH-1 transfected, 24 h; inhibition, % at 3.6 µM; 360,000 tested, 0.13% active;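 active = inhibition above the mean inhibition of all tested compounds plus 3 SD, cut at about 73% in these data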;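 also: 0% = DMSO wells and 100% = reporter-only cells lacking LRH-1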
KKLEB tox: counter-screen for CF NF-kB inhibitors: cytotoxicity; activity change (cytotoxicity), % at 5 µM; 360,000 tested, 0.36% active; AID 602141; KKLEB CF airway cells viability, ATPlite luminescence, overnight; hits give low values; cells stimulated with P. aeruginosa culture filtrate;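 active = corrected activity change at or below -50% at 5 µM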
EBV LMP1 NFkB: inhibitors of Epstein-Barr LMP1-induced NF-kappaB reporter | inhibition, % at 12.5 µM | 350,000 tested, 0.69% active | AID 504558 | LMP1-induced NF-kappaB luciferase reporter cells, luminescence; in the data active = inhibition above about 41%;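 also: 0% = neutral control wells and 100% = reference inhibitor control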
Shn3 inh set2: Schnurri-3 reporter inhibition in Clone20 osteoblasts. Clone20 osteoblast Shn3 3'UTR firefly luciferase, 24 h. inhibition, % at 12.5 µM. 360,000 tested, 0.52% active;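 active = mean inhibition of at least 75% with every replicate also reaching 75%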;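 also: 0% = median of neutral control wells and 100% = pilot-screen positive control compound; some compounds past the cut are filed as inactive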
SRC1 inh: inhibits human SRC1 coactivator | Q15788 | HEK293 GAL4-SRC1 luciferase reporter, luminescence | inhibition, % at 3.6 µM | 360,000 tested, 0.12% active | AID 588354;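 active = inhibition above the campaign mean plus 3 SD, with each screening campaign given its own cutoff, cut at about 60% in these data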;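 also: 0% = DMSO treated cells and 100% = gossypol at 36 µM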
Target sequence (Q15788 whole entry, looked up, the tested form may be a part): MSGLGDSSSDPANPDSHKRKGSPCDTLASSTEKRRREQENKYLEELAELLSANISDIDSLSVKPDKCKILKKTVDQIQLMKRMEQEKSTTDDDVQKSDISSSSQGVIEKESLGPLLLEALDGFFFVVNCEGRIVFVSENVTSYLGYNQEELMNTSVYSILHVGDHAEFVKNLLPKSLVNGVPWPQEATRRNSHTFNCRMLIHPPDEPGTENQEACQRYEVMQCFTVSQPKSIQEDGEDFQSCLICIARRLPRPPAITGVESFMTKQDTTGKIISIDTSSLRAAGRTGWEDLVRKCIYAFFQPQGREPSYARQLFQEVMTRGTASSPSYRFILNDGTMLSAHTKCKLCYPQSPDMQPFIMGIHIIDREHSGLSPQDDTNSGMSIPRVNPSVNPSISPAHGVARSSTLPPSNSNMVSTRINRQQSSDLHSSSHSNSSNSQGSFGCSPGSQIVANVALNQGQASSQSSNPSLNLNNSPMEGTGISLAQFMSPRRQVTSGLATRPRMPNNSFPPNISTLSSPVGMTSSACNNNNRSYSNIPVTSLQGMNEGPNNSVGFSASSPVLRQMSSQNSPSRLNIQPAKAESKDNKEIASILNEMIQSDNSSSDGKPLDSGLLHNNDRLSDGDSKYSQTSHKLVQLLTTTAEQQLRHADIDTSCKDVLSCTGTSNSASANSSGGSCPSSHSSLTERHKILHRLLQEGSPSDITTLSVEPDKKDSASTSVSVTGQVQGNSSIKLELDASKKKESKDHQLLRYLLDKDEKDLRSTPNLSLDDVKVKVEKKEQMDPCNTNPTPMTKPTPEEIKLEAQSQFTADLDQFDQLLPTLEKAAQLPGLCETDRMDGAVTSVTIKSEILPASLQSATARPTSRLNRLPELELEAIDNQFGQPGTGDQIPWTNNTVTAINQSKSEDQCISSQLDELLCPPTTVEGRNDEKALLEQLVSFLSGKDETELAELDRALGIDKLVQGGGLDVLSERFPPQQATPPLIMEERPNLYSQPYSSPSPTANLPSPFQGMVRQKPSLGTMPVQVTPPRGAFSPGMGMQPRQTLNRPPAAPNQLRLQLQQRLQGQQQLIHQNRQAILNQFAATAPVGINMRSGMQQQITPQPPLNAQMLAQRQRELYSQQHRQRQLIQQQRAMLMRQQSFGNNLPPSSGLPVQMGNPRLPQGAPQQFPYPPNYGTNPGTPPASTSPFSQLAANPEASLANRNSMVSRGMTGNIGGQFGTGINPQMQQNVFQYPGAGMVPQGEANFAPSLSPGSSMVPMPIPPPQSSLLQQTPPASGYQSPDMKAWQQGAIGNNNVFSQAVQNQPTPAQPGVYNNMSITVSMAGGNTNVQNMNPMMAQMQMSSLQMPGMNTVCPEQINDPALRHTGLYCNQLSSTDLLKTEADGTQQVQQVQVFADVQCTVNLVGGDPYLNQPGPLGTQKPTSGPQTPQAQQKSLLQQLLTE
Active calls of the source: *; · = not tested or not shown. This is a subset. The share of hits here may be higher or lower than overall.

no.	molecule	C8 TRAIL sens	LRH-1 inv ag	Shn3 inh set2	CF NFkB block	TWEAK Fn14 block	NR2F2 inh	SRC1 inh	KKLEB tox	TROY NFkB inh	NCOA3 inh	EBV LMP1 NFkB
1	CC(=O)NC(c1ccccc1)c1nc(-c2ccccc2)cs1 (stereo not drawn)	-1	5	-5	-38	-14	4	-3	21	4	6	·
2	COc1ccc(Cc2nnc(N/N=C/c3ccc(Br)cc3)[nH]c2=O)cc1OC	-4	-2	·	8	-13	-14	1	-16	14	17	-4
3	CCCCC1OC23CCCCC2C(C#N)(C(=N)O3)C1(C#N)C#N (stereo not drawn)	3	-2	-8	15	3	-5	-4	-6	9	-18	1
4	O=C(NCCc1ccc2c(c1)OCCO2)c1ccc(F)cc1	21	-15	5	-6	-3	-3	-33	1	-25	5	-10
5	CCOC(=O)Cn1cnc([N+](=O)[O-])n1	-16	-1	10	-5	-11	-2	-8	2	10	2	0
6	CN(C)S(=O)(=O)c1ccc(NC(=O)c2cc3ccccc3o2)cc1	-8	-104	-41	14	7	-20	-57	2	-20	-48	-7
7	COc1ccccc1/C=C/C(=O)NCC(=O)N/N=C/c1cccnc1	-11	-5	7	6	9	15	-7	18	-4	-1	5
8	O=C(NCc1cccs1)c1ccc(Br)o1	-12	-8	2	4	21	10	-4	5	5	-2	5
9	COc1ccc(S(=O)(=O)Nc2ccc3c(c2)C(=O)N([C@H](C)CO)C[C@H](C)[C@@H](CN(C)S(=O)(=O)c2ccc(F)cc2)O3)cc1	-8	-6	-16	7	5	-19	2	-4	8	1	5
10	COc1cc(S(=O)(=O)NC2CCCCC2C)ccc1Cl (stereo not drawn)	6	6	-42	-3	-34	-8	-15	4	-61	-4	-22
11	CC(=O)Oc1ccccc1C(=O)N(C1CCCCC1)C1CCCCC1	-1	-5	38	3	19	19	-3	4	12	24	2
12	Clc1ccc2nncn2n1	-1	-7	5	12	-8	0	-1	7	7	0	-4
13	O=C1CCN(Cc2ccc(Br)cc2)CCN1CCO	-9	-6	-25	-5	8	2	-19	-6	-3	-5	-9
14	OCC[C@@H]1C[C@H](O)[C@@H](O)[C@@]2(Cc3ccccc3CCO2)O1	-19	17	20	-16	-4	-10	-10	9	-11	8	10
15	CC(=O)Nc1ccc(S(=O)(=O)CC(=O)CS(=O)(=O)c2ccc(NC(C)=O)cc2)cc1	-5	-8	-7	23	-4	-8	0	-4	-9	8	0
16	Cc1ccc(S(=O)(=O)N(C)C(C)CCc2ccco2)cc1 (stereo not drawn)	-13	-20	26	12	4	-15	-11	14	8	-41	3
17	COc1cc2c(=O)n(C)c3ccccc3c2cc1OC	10	-26	12	-100	-37	-3	10	-1	-11	-23	-6
18	Cn1c(C(=O)NCCN2CCN(c3ccccc3F)CC2)cc2c(=O)n(C)c3ccccc3c21	2	-10	15	-16	4	6	-6	11	1	-9	-6
19	NNC(=O)Cc1cn(-c2ncc(C(F)(F)F)cc2Cl)c2ccccc12	5	6	-2	-2	3	8	-12	2	2	2	-2
20	CCc1ccc(N(CC(=O)NCC2CCCO2)C(=O)CCC(=O)Nc2nccs2)cc1 (stereo not drawn)	-13	-5	-14	-3	18	-3	8	2	2	-11	2
21	COc1ccc(N=Nc2cc(OC)c(N)cc2OC)cc1	10	2	4	-14	-30	3	-5	7	-10	-23	4
22	Cc1c(NC(=O)COC(=O)c2cc(-c3cccc4ccccc34)nc3ccccc23)c(=O)n(-c2ccccc2)n1C	-1	-10	21	-6	27	-19	-16	-3	1	-5	-4
23	O=C(CCS(=O)(=O)c1ccc(Br)s1)NC1CCCC1	-21	22	2	25	3	1	5	-14	-5	-4	-29
24	CCC(=O)Nc1sc2c(c1C(N)=O)CCN(C(C)=O)C2	3	29	-20	-7	-14	-15	-2	-8	-2	-18	-8
25	CCCCn1c(N)c(Sc2ccccc2)c(=O)[nH]c1=O	-12	-27	5	10	-2	9	-31	-5	-1	7	1
26	CC(C)Nc1nc(-c2ccccc2F)c2sc(-c3ccccc3)cc2n1	15	-1	-23	6	20	-3	0	-16	-1	-3	·
27	O=C(C1CC1)N1CCC(c2nc(-c3ccc(S(=O)(=O)NCC4CCCO4)cc3)no2)CC1 (stereo not drawn)	7	16	75	-11	20	45*	-3	-18	11	32	2
28	Cc1cc(SCC(=O)N2c3ccccc3NC(=O)CC2C)nc2ccccc12 (stereo not drawn)	-17	9	0	8	7	0	11	-5	0	10	5
29	CC(=O)Nc1ccc(C(=O)OCC(=O)N2CCCC2)cc1	8	-8	-5	-10	26	1	14	6	4	10	-6
30	COc1ccc(OC)c(S(=O)(=O)N2CCC(C(=O)Nc3ccccc3)CC2)c1	-8	12	2	11	11	-10	7	-3	-10	-13	2
31	O=S(=O)(Nc1cccc(S(=O)(=O)N2CCCC2)c1)c1cccs1	-13	6	1	-23	21	-1	-16	6	-10	0	-3
32	CC(=O)c1c(C)[nH]c(C(=O)NCc2cccc(Cl)c2)c1C	-6	11	-8	-29	-2	-15	-17	-8	15	9	-2
33	CCN(CC(=O)Nc1c(F)cccc1F)C(=O)C1=COCCO1	17	4	-2	12	8	-22	-13	20	5	-3	4
34	COc1ccc2c(c1)[C@H]1[C@H](CO2)[C@H](c2ccccc2)[C@]2(C)C(=O)Nc3cc(F)ccc3C(=O)N12	10	5	7	4	11	-9	-14	-10	21	7	5
35	CCc1ccc(OCC(=O)Nc2ccc(S(=O)(=O)N3CCOCC3)cc2)cc1	0	-17	5	20	1	12	8	-2	-16	8	4
36	CC1(C)Cc2ccccc2C(/C(C#N)=N/O)=N1	-7	16	-8	17	7	6	-1	7	-8	19	-1
37	COC(=O)[C@@]1(Cc2ccc(OC)cc2)[C@H]2c3cc(C(=O)N4CCCC4)n(Cc4ccc(C)c(F)c4F)c3C[C@H]2CN1C(=O)c1ccccc1	-3	13	·	·	15	-1	·	·	5	·	·
38	CC(=O)Nc1cccc(-c2csc(C(O)c3cccc(Cl)c3)n2)c1 (stereo not drawn)	3	8	8	2	23	18	-4	-4	13	2	·
39	COc1ccc(OC)c(/C=C(\C)C(=O)c2c(C)cc(C)[nH]c2=O)c1	10	1	-4	0	8	-20	-11	3	2	20	11
40	CN(C)c1ccc(/C=C/c2cc[n+](C)cc2)cc1	9	6	83	-44	2	41*	18	5	1	31	10
41	Clc1ccccc1-c1nnc2n1CCCCC2	-9	-9	13	14	-4	14	-1	2	4	20	9
42	CCOC(=O)c1cnc2c(-c3ccccc3)c(-c3ccccc3)nn2c1C	-1	-7	3	10	-13	2	9	10	3	-12	21
43	COc1ccc(C=O)cc1C1=CC(=O)C[C@H](c2ccc(Cl)cc2)C1	-8	-5	11	-11	28	19	7	-6	25	0	-2
44	O=C(CCc1nc2ccccc2s1)N1CCN(S(=O)(=O)c2cccs2)CC1	5	-4	-19	-3	16	2	-4	-2	5	-10	4
45	CC(C)c1nnc(NC(=O)CCC(=O)N2CCN(Cc3ccc(F)cc3)CC2)s1	5	-5	-2	-6	-5	20	9	8	-7	13	5
46	COc1ccc(S(=O)(=O)N2CCCC2CNC(=O)C(=O)NC2CCCC2)cc1 (stereo not drawn)	-2	-15	-9	24	15	0	8	-5	15	-4	-4
47	O=c1cc(-c2ccc(C3CCCCC3)cc2)[nH][nH]1	3	9	-20	6	-13	16	-25	-29	-37	11	-15
48	CC(O)(c1cccnc1)c1nc(-c2ccc3ccccc3c2)cs1 (stereo not drawn)	25	-13	16	-52	22	-4	-83	6	-19	-54	·
49	CC(C)C(=O)Nc1ccc(C(=O)Nc2nnc(C(C)(C)C)s2)cc1	0	7	-12	0	-7	-2	0	2	-24	-11	-16
50	COC(=O)Cn1c(O)c(N=NC(=O)OC)c2ccccc21	1	11	-2	0	-5	-13	17	-4	3	15	-27

Carrying on:
no.	molecule	C8 TRAIL sens	LRH-1 inv ag	Shn3 inh set2	CF NFkB block	TWEAK Fn14 block	NR2F2 inh	SRC1 inh	KKLEB tox	TROY NFkB inh	NCOA3 inh	EBV LMP1 NFkB
51	Cc1ccc[n+](-c2[nH]c(=O)sc2/C=N/N=C(\[O-])CCn2c3ccccc3c3ccccc32)c1	-2	-2	-3	-20	-16	7	-27	6	-2	-1	3
52	CC(=O)c1c(O)cc(C)n(-c2ccc(F)cc2)c1=O	1	-20	5	-16	-11	-10	0	-6	-17	1	-7
53	Fc1ccc2c(c1)c1n[nH]c(=S)nc1n2CCc1ccccc1	21	-1	9	-14	-6	0	6	21	-9	11	7
54	CCC(=O)N(Cc1cccs1)C1CCOC(C)(C)C1 (stereo not drawn)	5	8	-3	-2	-9	-11	-1	5	-3	-9	-1
55	O=C(c1coc2ccc(O)c(CN3CCOCC3)c12)C1CC1	-14	-6	16	8	-1	-18	0	-1	-13	3	0
56	COc1ccc(S(=O)(=O)N2CCC(C(=O)N3CCOCC3)CC2)cc1Cl	3	3	8	-1	-5	-2	1	9	3	1	-3
57	CCc1cc2cc(C)ccc2nc1SCC(=O)NNC(=O)c1ccco1	-5	1	5	0	-11	13	5	4	5	4	-13
58	C#CCOCCOCCOCCNc1nc(N2CCN(C(=O)C([C@@H](C)O)n3cc([C@@H](N)CCCCN)nn3)CC2)nc(N2CCN(C(=O)[C@H](CCC(=O)O)n3cc([C@@H](N)CCCCN)nn3)CC2)n1 (stereo partly drawn)	-14	-6	-7	17	5	-11	-3	-9	0	-11	-3
59	CC1CN(CCOc2ccc(F)cc2)CC(C)O1 (stereo not drawn)	-19	-3	3	-2	-9	-16	-10	4	-8	-10	-14
60	C#CCOCCOCCOCCNc1nc(N2CCOCC2)nc(N2CCN(C(=O)[C@H](CCCCN)n3cc([C@@H](N)CC(C)C)nn3)CC2)n1	-18	6	-14	-10	6	-2	-1	20	0	-1	10
61	CCCC[C@@H]1CNC(=O)C(=O)N1CCc1cccc(F)c1	-4	4	·	·	16	-14	·	·	3	·	·
62	NC(=O)c1ccc(NC(=O)COC(=O)CCN=C2NS(=O)(=O)c3ccccc32)cc1	-5	0	-9	-18	11	-1	-20	7	7	-12	-3
63	N/C(=N\OC(=O)c1ccc(Cl)cc1)c1nonc1N	-4	-21	-13	4	-1	-9	-12	1	-55	4	-7
64	Cc1cc(N2C(=O)C(=O)/C(=C(/O)c3ccc(F)cc3)C2c2ccc(F)cc2)no1 (stereo not drawn)	0	15	-3	-2	-1	6	-2	4	-9	12	-1
65	O=C1c2ccccc2CCC12N=NCC2c1ccc(Cl)cc1 (stereo not drawn)	5	-8	-3	-9	15	-10	-3	3	-24	8	3
66	Cc1ccc(CN2CCN(/N=C/c3ccc(N(C)C)cc3)CC2)cc1	4	2	12	20	-9	-10	10	-8	9	17	0
67	CCc1sc(C(=O)N(CCOC)c2c(N)n(Cc3ccccc3)c(=O)[nH]c2=O)cc1C	-7	-6	-17	-4	5	-7	-1	-3	8	-9	17
68	CC1(C)CC(OC(=O)c2ccco2)CC(C)(C)N1O	-12	1	-6	1	-20	-3	-6	-3	10	6	-9
